CSN inh: inhibitors of CSN-mediated cullin deneddylation, primary screen, biochemical, fluorescence polarization, uHTS. actives 0.38% (n = 360,000). inhibition, % at 12.5 µM. AID 651999, 2013. Purified CSN, SCF-Nedd8-OG deneddylation;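 active means pattern-corrected inhibition above about 35%, with an unprinted fluorescence ratio check between 0.5 and 1.5, limit read from the data, passing the limit was not always enough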;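 further: 0% = enzyme with substrate and 100% = substrate without enzyme; some results filed as inactive read as strong as hits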
Target sequence (Q92905 whole entry, looked up, one chain of several): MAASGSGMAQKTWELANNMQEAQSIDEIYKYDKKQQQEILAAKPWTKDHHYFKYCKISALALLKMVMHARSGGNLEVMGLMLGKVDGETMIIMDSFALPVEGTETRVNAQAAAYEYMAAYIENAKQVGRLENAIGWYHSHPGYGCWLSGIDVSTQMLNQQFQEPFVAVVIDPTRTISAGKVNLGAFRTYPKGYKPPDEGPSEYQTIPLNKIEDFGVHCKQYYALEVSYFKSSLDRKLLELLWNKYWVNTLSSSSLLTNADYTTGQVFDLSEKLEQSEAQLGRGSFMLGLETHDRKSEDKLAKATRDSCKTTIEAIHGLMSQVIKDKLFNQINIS
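Schedule: reaction 90 min, room temperature / Assay system: HEK293T-derived human Csn5 enzyme / Input: Csn5 at 0.24 nM final / Measure: inhibition of Csn5 cleavage, % / Control set: substrate-only high control, full reaction low control / Technique: fluorescence polarization of the substrate / Buffer or medium: Tris/NaCl/DTT buffer, pH 7.5 / Reagent: SCFSkp2-Nedd8OG substrate at 10 nM final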
STEP block: STEP phosphatase inhibitors, primary screen, biochemical, fluorescence intensity, uHTS; AID 588621, 2011; recombinant STEP, OMFP fluorogenic substrate; Tyrosine-protein phosphatase non-receptor type 5 (Homo sapiens), P54829; inhibition, % at 20 µM; actives 0.25% (n = 360,000);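 active means inhibition at 20 µM, scaled per plate between control wells, above about 37%, limit read from the data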;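 further: 0% = DMSO with enzyme and substrate and 100% = substrate only without enzyme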
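Assay system: isolated STEP enzyme. Buffer or medium: pH 6.0 Bis-Tris with DTT and Tween 20. Also added: fluorogenic phosphatase substrate OMFP at 25 µM final. Dosing: 20 µM, 1% DMSO. Timing: 20 min reaction, room temperature, in the dark. Measured by: fluorescence intensity, excitation 480 nm, emission 540 nm. Evaluation: normalized % inhibition.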
TbMetRS inhib: T. brucei MetRS inhibitors, primary screen, biochemical, luminescence; methionyl-tRNA synthetase (Trypanosoma brucei brucei); actives 0.4% (n = 360,000); AID 624268, 2012; purified T. brucei MetRS, ATP depletion, Kinase-Glo luminescence; inhibition, % at 11.9 µM;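 active means inhibition above a per-plate cutoff of the control wells' mean inhibition plus 3 SD, cut at about 5.5% in these data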;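 further: 0% = DMSO wells median and 100% = median of wells with control inhibitor compound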
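technique = Kinase-Glo luminescence, ATP depletion format | system = purified MetRS (methionyl-tRNA synthetase) enzyme from Trypanosoma brucei | timing = 15 min preincubation, 2 h reaction, all 25 °C | evaluation = percent inhibition versus plate control medians | dosing = single dose, 11.9 µM final nominal, 0.9% final DMSO | also added = substrates ATP, L-methionine and bulk Escherichia coli tRNA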
Rpn11 inh: Rpn11 (PSMD14) deubiquitinase inhibitors, primary screen, biochemical, fluorescence polarization, uHTS; actives 0.59% (n = 360,000); human 26S proteasome, Ub4-pepOG fluorescence polarization; 20S core pre-blocked with epoxomicin; 26S proteasome non-ATPase regulatory subunit 14 (Homo sapiens), O00487; calls only at 20 µM;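 active means inhibition at 20 µM, scaled to each plate's controls, above about 33%, limit read from the data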
Target sequence (O00487 whole entry, looked up): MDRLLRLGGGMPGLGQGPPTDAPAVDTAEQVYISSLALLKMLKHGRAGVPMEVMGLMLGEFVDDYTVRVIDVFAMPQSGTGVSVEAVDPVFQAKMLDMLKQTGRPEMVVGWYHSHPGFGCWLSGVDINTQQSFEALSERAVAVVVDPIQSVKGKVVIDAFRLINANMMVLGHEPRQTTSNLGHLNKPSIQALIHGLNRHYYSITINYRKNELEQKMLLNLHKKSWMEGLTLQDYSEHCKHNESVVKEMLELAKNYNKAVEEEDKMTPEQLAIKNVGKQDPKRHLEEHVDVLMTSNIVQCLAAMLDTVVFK
PABP1 MLLE inh: inhibitors of PABP1 MLLE–PAM2 peptide binding, primary screen, biochemical, fluorescence polarization, FITC-PAM2, GST-MLLE; Polyadenylate-binding protein 1 (Homo sapiens), P11940; inhibition, % at 20 µM; actives 0.36% (n = 360,000); AID 588489, 2011; in the data active means inhibition above about 35%, passing the limit was not always enough;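 further: plate controls were DMSO wells with GST-MLLE for no effect and wells lacking GST-MLLE protein for full effect; some results filed as inactive read as strong as hits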
Scp-1 inhibitor: Scp-1 phosphatase inhibitors, primary screen, biochemical, colorimetric, uHTS; AID 493091, 2011; inhibition, % at 20 µM; Carboxy-terminal domain RNA polymerase II polypeptide A small phosphatase 1 (Homo …; actives 0.88% (n = 340,000); Recombinant Scp1, phosphopeptide, malachite green phosphate absorbance;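 active means inhibition above about 50% at 20 µM, limit read from the data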;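 further: plate controls were DMSO wells with enzyme for no effect and wells lacking enzyme for full effect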
Target sequence (Q9GZU7 76-261 limits assumed): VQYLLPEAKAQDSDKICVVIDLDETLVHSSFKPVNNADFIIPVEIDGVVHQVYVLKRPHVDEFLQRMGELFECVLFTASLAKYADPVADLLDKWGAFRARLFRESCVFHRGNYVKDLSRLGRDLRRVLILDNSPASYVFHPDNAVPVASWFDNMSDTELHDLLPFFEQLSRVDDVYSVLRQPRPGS
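System: truncated SCP-1 phosphatase (76-261aa); medium: Tris acetate buffer pH 5.5 with MgCl2 and Tween-20; incubation: 45 min room-temperature reaction, 5 min colour, 30 min stabiliser; compound: single 20 µM dose, 1% DMSO; reagent: Phosphorylated 17-residue peptide substrate; read-out: % inhibition at 20 µM; technique: colorimetric free-phosphate detection, absorbance 630 nm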
LMPTP inh: LMPTP phosphatase inhibitors, primary screen, biochemical, fluorescence intensity, uHTS; inhibition, % at 20 µM; recombinant LMPTP-A, OMFP fluorogenic substrate; actives 0.22% (n = 360,000);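 active means compounds that cut the enzyme signal by at least half of the control window in the single-dose screen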;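 further: plate controls were DMSO wells with enzyme plus substrate for no effect and substrate without enzyme for full effect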
Target sequence (P24666 whole entry, looked up): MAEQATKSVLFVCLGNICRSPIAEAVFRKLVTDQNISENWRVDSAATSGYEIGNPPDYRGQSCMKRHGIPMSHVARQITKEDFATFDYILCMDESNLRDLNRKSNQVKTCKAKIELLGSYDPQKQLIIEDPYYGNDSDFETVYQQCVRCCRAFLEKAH
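Material: LMPTP-A; amount: 0.625 nM enzyme; doses: single 20 µM dose; times: reaction 50 min, room temperature, dark; technique: fluorescence intensity of OMFP turnover product; benchmarks: no-enzyme and uninhibited controls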
DNMT1 block: human DNMT1 methyltransferase inhibitors, primary screen, biochemical, molecular beacon, fluorescence, HinP1I cleavage, uHTS; DNA (cytosine-5)-methyltransferase 1 (Homo sapiens), P26358; actives 0.83% (n = 360,000); inhibition (reported as % activation of signal), % at 10 µM; AID 588458, 2011; in the data active means inhibition above about 50%
SUMO1-SIM PPI: modulators of SUMO1 protein-protein interactions, primary screen, biochemical, uHTS. SUMO1 binding to a labelled peptide, TR-FRET, 1 h. Small ubiquitin-related modifier 1 (Homo sapiens), P63165. actives 0.33% (n = 360,000). AID 602429, 2012. inhibition, % at 20 µM; in the data active means inhibition above about 37%
NadD block: inhibitors of S. aureus NadD, primary screen, biochemical, colorimetric, uHTS | purified NadD enzyme, colorimetric absorbance read-out | inhibition, % at 20 µM | actives 0.78% (n = 360,000) | AID 602399, 2012; in the data active means inhibition above about 26%; further: some compounds past the cut are filed as inactive
* = called active by the depositor; i = inactive; / = no result given.

SMILES | CSN inh | STEP block | TbMetRS inhib | Rpn11 inh | PABP1 MLLE inh | Scp-1 inhibitor | LMPTP inh | DNMT1 block | SUMO1-SIM PPI | NadD block
N#Cc1c(-c2ccc(Cl)cc2)c(-c2ccc(Cl)cc2)nn(CCOC(=O)CCC(=O)O)c1=O | 3 | 1 | -0.3 | i | -8 | -3 | -0.9 | -2 | -33 | 3
CCOC(=O)C(=O)Nc1sc(C(=O)N(CC)CC)c(C)c1C#N | -3 | -4 | -0.1 | i | 10 | -7 | -1.4 | 0 | 0 | -4
CCc1nc2ccc(C(=O)N3CCN(C(C)=O)CC3)cn2c1N(C=O)Cc1ccc(OC)cc1 | -2 | -2 | -0.2 | i | 0 | / | -0.8 | 0 | 4 | 0
O=C(NCCCNC(=O)c1cnccn1)c1ccc(Cl)c(Cl)c1 | -1 | 2 | -0.5 | i | -4 | -3 | -1.4 | 1 | -1 | 2
O=C1NC(c2ccc3c(c2)OCO3)Nc2ccccc21 (stereo not drawn) | 1 | 5 | -0.7 | i | -8 | -6 | -0.7 | -1 | 3 | 2
O=C(CN1CCN(c2ncccn2)CC1)N1CCc2ccccc21 | 2 | 1 | -0.4 | i | -7 | -4 | -0.9 | 1 | 0 | -2
CCCc1cc(=O)[nH]c(SCC(=O)N2CCN(S(=O)(=O)c3ccc(Cl)cc3)CC2)n1 | 1 | -3 | 0.3 | i | 10 | -6 | -3.0 | 0 | 4 | 0
Cc1nnsc1Sc1cccc(C(F)(F)F)c1 | 2 | 2 | -0.7 | i | 3 | -8 | -0.6 | 2 | -1 | -3
N#Cc1c(/N=C/c2cccs2)sc2c1CCC2 | -2 | -2 | 0.1 | i | 3 | -1 | -0.5 | 0 | -13 | 3
C#CCNc1ccc([N+](=O)[O-])cc1 | -3 | -2 | -0.5 | i | 5 | -9 | -0.5 | 0 | -13 | -2
COc1ccccc1N(C(C)=O)c1nc(C)cc(C)c1C#N | -4 | -1 | -0.8 | i | 0 | -7 | -2.0 | 2 | -5 | -3
Cc1ccc(C(=O)NC(C)c2ccc(S(N)(=O)=O)cc2)s1 (stereo not drawn) | -7 | 1 | 0.2 | i | -6 | -2 | -0.4 | 1 | 5 | -5
O=C(NC1CC1)c1ccc(-c2cnc3cccnn23)cc1 | -2 | -1 | -0.3 | i | 3 | / | 0.5 | 4 | -22 | 0
Cc1ccccc1OCc1n[nH]c(=S)n1Cc1ccccc1 | 3 | 4 | -0.3 | i | -33 | -6 | -0.7 | -1 | -1 | 1
Nc1[nH]c(C(=O)c2ccc(Br)cc2)c(-c2ccc(Br)cc2)c1C(=O)NCCc1c[nH]c2ccccc12 | 5 | / | 0.2 | / | / | / | 31 | / | 8 | 50*
CN1CC(c2ccc(C#N)cc2)C2(COc3ccccc3C2=O)C12C(=O)Nc1ccccc12 (stereo not drawn) | 0 | -2 | -0.2 | i | -6 | -8 | 1.4 | -7 | 2 | 9
CC(C)Cn1cnc2c(c(-c3ccccc3)c(-c3ccccc3)n2Cc2ccco2)c1=N | 2 | 4 | -0.3 | i | 8 | 13 | 4.1 | 11 | -2 | 8
COc1cc2c(cc1OC)/C(=C/C(=O)c1ccc(F)cc1)NCC2 | 4 | 3 | -0.5 | i | -6 | -25 | 2.4 | -6 | -22 | -2
C=CCNS(=O)(=O)c1ccc(OCC(=O)OCC)cc1 | -4 | 1 | -0.5 | i | -1 | -3 | -2.2 | 6 | 1 | -1
CCn1c(SCc2ccccc2Cl)nc2ccccc21 | 2 | 0 | -0.1 | i | 11 | 7 | 3.8 | -3 | 1 | -1

Molecules above that contain two or more sulfur atoms:
SMILES | CSN inh | STEP block | TbMetRS inhib | Rpn11 inh | PABP1 MLLE inh | Scp-1 inhibitor | LMPTP inh | DNMT1 block | SUMO1-SIM PPI | NadD block
CCCc1cc(=O)[nH]c(SCC(=O)N2CCN(S(=O)(=O)c3ccc(Cl)cc3)CC2)n1 | 1 | -3 | 0.3 | i | 10 | -6 | -3.0 | 0 | 4 | 0
Cc1nnsc1Sc1cccc(C(F)(F)F)c1 | 2 | 2 | -0.7 | i | 3 | -8 | -0.6 | 2 | -1 | -3
N#Cc1c(/N=C/c2cccs2)sc2c1CCC2 | -2 | -2 | 0.1 | i | 3 | -1 | -0.5 | 0 | -13 | 3
Cc1ccc(C(=O)NC(C)c2ccc(S(N)(=O)=O)cc2)s1 (stereo not drawn) | -7 | 1 | 0.2 | i | -6 | -2 | -0.4 | 1 | 5 | -5

Next part
SMILES | CSN inh | STEP block | TbMetRS inhib | Rpn11 inh | PABP1 MLLE inh | Scp-1 inhibitor | LMPTP inh | DNMT1 block | SUMO1-SIM PPI | NadD block
CSCCC(NC(=O)c1ccccc1)C(=O)N1CCN(C(C)=O)CC1 (stereo not drawn) | -1 | -2 | -0.1 | i | 7 | -7 | -1.9 | 6 | -3 | -2
CCOC(=O)c1c(C)n(CCO)c2ccc(O)cc12 | -11 | 0 | -0.1 | i | 1 | -4 | -1.4 | 0 | -2 | -6
Cc1cccc(C)c1NC(=O)C(c1ccc(-c2ccccc2)cc1)n1c(=O)c(-c2ccco2)nc2ccccc21 (stereo not drawn) | 44* | / | 0.8 | / | / | / | 8.7 | / | 14 | /
Cc1ccc2[nH]cc(CCNC(=O)c3cccnc3)c2c1 | 1 | -1 | -0.1 | i | -1 | -4 | -0.3 | 0 | 2 | 1
CC1(C(=O)NC2CCCCCC2)CCC(=O)N1Cc1ccc2c(c1)OCO2 (stereo not drawn) | 0 | -11 | -0.8 | i | -8 | 3 | -1.0 | 3 | 1 | 5
CCn1c(SCC(=O)NCC2CCCO2)nc2c(c1=O)SC(C)C2 (stereo not drawn) | 6 | -1 | 0.2 | i | 3 | -6 | 0.4 | 2 | -5 | -1
Cc1ccc(NC(=O)c2sc3nc(N)c(C#N)cc3c2N)cc1 | 2 | -2 | -0.3 | i | -17 | -5 | -3.5 | 4 | 8 | 13
Cc1cccc(N2C(=O)CN=C2Nc2nc(C)cc(C)n2)c1 | 2 | -1 | 0.2 | i | -4 | -4 | 0.1 | -2 | -2 | 1
NS(=O)(=O)c1ccc(CNC(=O)/C=C/c2ccccc2[N+](=O)[O-])cc1 | 3 | -3 | -0.4 | i | 10 | -9 | -1.2 | -2 | -16 | -1
COC(=O)C1=C(C)N(Cc2ccccc2)C(=NCCc2c[nH]c3ccccc23)N[C@H]1c1ccccc1 | 16 | 1 | 0.4 | i | -93 | 5 | 2.7 | 1 | -30 | 22
O=C(NCc1ccncc1)c1ccc(S(=O)(=O)Nc2ccccc2)cc1 | 0 | 1 | 0.0 | i | -11 | -8 | 0.7 | -3 | -1 | 3
Cc1c(C)c2c(OCC(=O)N3CCC(C(=O)O)CC3)cc3c(c2oc1=O)CCC(C)(C)O3 | 3 | 4 | -0.7 | i | 8 | 10 | -1.1 | -2 | 23 | -3
O=C(COc1cccc2ccccc12)NNC(=O)c1cnccn1 | 3 | 3 | -0.2 | i | -7 | -5 | -0.6 | 0 | 0 | -1
O=C1C(=O)N(CNc2ccccn2)c2ccccc21 | 3 | 9 | 0.1 | i | -11 | -2 | -1.1 | 0 | -6 | -6
CC(=O)Nc1cccc2c1C(=O)N(c1ccccc1C)C2=O | -7 | 0 | 0.0 | i | 1 | -1 | 0.9 | 0 | -17 | 2
CC(C(=O)c1ccc(-c2ccccc2)cc1)[n+]1cccc(Br)c1 (stereo not drawn) | -2 | -1 | 0.3 | i | 1 | -9 | -1.2 | 2 | -6 | -7
Cc1ccc(-n2nnnc2SCC(=O)c2c(N)n(CC(C)C)c(=O)n(C)c2=O)cc1 | 1 | 1 | -0.7 | i | -18 | -1 | -1.9 | 26 | 1 | 4
C=CCc1ccc(OCCOc2cccc(/C=N/n3cnnc3)c2)c(OC)c1 | 1 | -2 | -1.4 | i | -1 | 4 | 2.4 | -11 | -2 | 3
CSc1nc2c(c(=O)[nH]c(=O)n2C)n1Cc1ccccc1 | 8 | -4 | 0.2 | i | 4 | -12 | -1.6 | 2 | 7 | -4
COCC(C)N1CCC(n2nccc2NC(=O)CCCc2ccccc2)CC1 (stereo not drawn) | 5 | 0 | -0.3 | i | 13 | -1 | -0.5 | 2 | 4 | 3
CC(C)CNC(=O)C1(C)CCCN1Cc1ccc(S(C)(=O)=O)cc1 (stereo not drawn) | -2 | 3 | 0.2 | i | -12 | / | -2.9 | 2 | 0 | -5
C/C(=N\NC(=O)C1CC1)c1cccnc1 | -1 | -4 | 0.0 | i | 7 | -11 | -2.6 | 3 | 2 | -1
COc1ccc(CCc2nc(-c3cccs3)no2)cc1 | 2 | 0 | 0.4 | i | -5 | -4 | 1.1 | 2 | 5 | -6
S=C1c2ccccc2CN1c1ccccc1 | -20 | -2 | 0.6 | i | -4 | -6 | -1.2 | 9 | 0 | -6
COc1ccc(S(=O)(=O)N2CCCCCC2)cc1NC(=O)CCCOc1ccccc1 | -2 | 0 | -0.3 | i | -4 | -8 | 2.2 | -2 | 1 | -6
O=C(Nc1ccc([N+](=O)[O-])cc1)c1cccc(S(=O)(=O)Nc2ccccn2)c1 | -2 | -2 | -0.3 | i | 15 | -3 | 1.0 | 1 | -8 | 3
COc1ccc(NC(=O)c2cc3ccccc3oc2=O)cc1 | 4 | 3 | -0.3 | i | -2 | / | -1.1 | 17 | -4 | -3
NC(=O)CC(NC(=O)c1cccc(Br)c1)c1ccc(NC2CCC2)c([N+](=O)[O-])c1 (stereo not drawn) | -2 | 6 | 0.5 | i | 1 | -7 | 0.8 | 5 | -25 | -3

Screens (PubChem)
